MrgX1 antag – blocks BAM8-22 activation of human MrgX1 receptor; MRGX1-HEK293 calcium flux, Fluo-4, BAM8-22 antagonism; active compounds read low; Q96LB2; B-score at 10 µM; actives 1.3% (n = 310,000);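 active = calcium-response B-score plate-corrected more than 3 library SD below zero, starting fluorescence within 5 deviations, no agonist response on first addition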;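 note: peak minus trough fluorescence over baseline after final BAM8-22 challenge near maximal dose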
Target sequence (Q96LB2 whole entry, looked up): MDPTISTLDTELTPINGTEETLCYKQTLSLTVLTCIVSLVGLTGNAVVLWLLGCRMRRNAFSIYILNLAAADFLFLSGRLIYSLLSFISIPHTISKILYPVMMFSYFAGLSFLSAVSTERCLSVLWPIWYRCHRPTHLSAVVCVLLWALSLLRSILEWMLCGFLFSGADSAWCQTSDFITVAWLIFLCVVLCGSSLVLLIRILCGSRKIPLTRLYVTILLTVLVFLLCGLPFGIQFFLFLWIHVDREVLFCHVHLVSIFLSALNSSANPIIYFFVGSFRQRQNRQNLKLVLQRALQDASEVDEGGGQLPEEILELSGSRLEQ
TRPC6 act – activators of mouse TRPC6 channel | Q61143 | HEK293-TRPC6 membrane potential dye fluorescence; active compounds read high | B-score at 10 µM | actives 0.13% (n = 310,000) | AID 2550;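 active = B-score of the integrated fluorescence ratio above library mean plus 3 SD, and starting fluorescence ratio within library mean plus 5 SD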;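 note: higher score means more depolarization so channel activation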
TMEM16A inh – inhibitors of mouse TMEM16A calcium-activated chloride channel. normalized B-score (activity score, 25-100; higher = stronger inhibition) at 10 µM. actives 1.2% (n = 310,000). Q8BHY3. HEK293 TMEM16A/YFP iodide influx fluorescence, ionomycin;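 active = ratio plate-corrected score three or more library SD toward inhibition, starting fluorescence score within five deviations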;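 note: score derived from kinetic fluorescence span divided by baseline fluorescence per well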
TRPC6 inhibitor – mouse TRPC6 channel inhibition; Q61143; HEK293-TRPC6, membrane potential dye, ACh-evoked depolarization; active compounds read low; B-score at 10 µM; actives 1.1% (n = 310,000); AID 2553;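 active = B-score under library mean minus 3 SD, initial fluorescence not abnormally high, positive integrated signal ratio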;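 note: B-score derived from integrated fluorescence ratio over the kinetic read; more negative B-score means stronger inhibition of depolarization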
HDAC3 inh – inhibitors of human histone deacetylase 3; AID 2718; recombinant HDAC3, fluorogenic peptide/trypsin coupled, fluorescence; inhibition, % at 8.3 µM; actives 0.15% (n = 320,000); in the data active = inhibition above about 26%, passing the limit was not always enough; inconclusive = no clear call, values can overlap the other calls
Target sequence (O15379 whole entry, looked up): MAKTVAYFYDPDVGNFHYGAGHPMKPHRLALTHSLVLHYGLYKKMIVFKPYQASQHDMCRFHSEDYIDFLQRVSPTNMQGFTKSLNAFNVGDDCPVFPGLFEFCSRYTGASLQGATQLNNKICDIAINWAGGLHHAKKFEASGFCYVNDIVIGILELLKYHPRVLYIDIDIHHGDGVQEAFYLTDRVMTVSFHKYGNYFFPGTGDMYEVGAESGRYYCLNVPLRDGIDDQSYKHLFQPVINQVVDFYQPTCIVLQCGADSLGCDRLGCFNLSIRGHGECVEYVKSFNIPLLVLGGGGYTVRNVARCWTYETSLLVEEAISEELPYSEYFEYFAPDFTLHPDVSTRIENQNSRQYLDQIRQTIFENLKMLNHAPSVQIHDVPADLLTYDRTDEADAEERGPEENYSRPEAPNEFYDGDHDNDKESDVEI
MrgX1 allo act – human MrgX1 positive allosteric modulation, primary screen. AID 588675. MrgX1-HEK293, Fluo-4 calcium flux, FDSS; active compounds read high. actives 0.63% (n = 310,000). B-score at 10 µM. Q96LB2;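 active = plate-corrected calcium response at least 3 library SD above typical, normal starting fluorescence, not activating the receptor alone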;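 note: compound read alongside a low EC10 to EC30 dose of BAM8-22 agonist; peak minus trough fluorescence over baseline measured at the second addition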
RGS4 block – inhibitors of human RGS4; P49798; actives 0.45% (n = 310,000); B-score at 10 µM; HEK293 M3R/RGS4 inducible, Fluo-4 calcium flux; active compounds read high; triggered by carbachol at its EC20;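 active = B-score, a plate-corrected calcium signal, over three deviations above library mean, with baseline fluorescence within five deviations of library mean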;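 note: RGS4 expression induced by doxycycline in cells with stable M3 receptor; B-score is computed from the integrated fluorescence ratio over baseline after carbachol; higher B-score means a larger calcium signal and so more RGS4 inhibition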
Target sequence (P49798 whole entry, looked up): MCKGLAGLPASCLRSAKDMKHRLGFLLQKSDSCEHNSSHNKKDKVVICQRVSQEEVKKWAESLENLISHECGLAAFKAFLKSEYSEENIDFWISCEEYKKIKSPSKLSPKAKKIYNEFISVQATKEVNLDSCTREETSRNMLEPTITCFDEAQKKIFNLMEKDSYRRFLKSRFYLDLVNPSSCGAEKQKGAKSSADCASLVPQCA
RGS4 act – potentiators or activators of RGS4; actives 0.92% (n = 310,000); B-score at 10 µM; AID 463111; HEK293 M3R/inducible RGS4, carbachol calcium flux Fluo4; active compounds read low;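 active = B-score of the integrated calcium signal more than 4 SD below the library mean, with starting fluorescence not abnormally high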;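 note: negative B-score means reduced calcium response which marks RGS4 activation or potentiation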
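System: HEK293 FlpIn-TREx cells, stable M3R, doxycycline-inducible RGS4. Timing: overnight RGS4 induction, 30 min dye load 37 °C, 20 min compound RT. Also added: carbachol, ECmax concentration. Measured by: Fluo4 fluorescence kinetic imaging of calcium. Evaluation: integrated calcium ratio converted to B score.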
MrgX1 agonist – human MrgX1 receptor agonism, primary screen. actives 0.44% (n = 310,000). AID 588627. MrgX1-HEK293 cells, Fluo-4 calcium fluorescence, agonist mode; active compounds read high. Q96LB2. B-score at 10 µM;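 active = calcium response B-score plate-corrected fluorescence ratio at least 3 library SD, with starting fluorescence B-score inside 5 SD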
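Test system: HEK293 cells stably expressing human MrgX1 receptor; Input: fifteen thousand cells per well; Dosing: compound delivered in addition one of three; Schedule: overnight seeding, then 1 h dark dye loading; Technique: Fluo-4 NW calcium fluorescence; Measure: B-scored fluorescence response ratio; Controls: positive and negative controls per plate.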
SKKanGAS inh – blocks kanamycin growth of S. pyogenes SKKanGAS strain. BacTiter-Glo, 6 h. inhibition, % at 7.5 µM. actives 1.3% (n = 300,000). AID 1662;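 active = mean replicate score, as percent of positive control median, at least 50; inconclusive = mean below 50 but one replicate at or above 50; inactive = mean and every replicate below 50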;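 note: strain carries kanamycin resistance gene driven by streptokinase promoter and grows in 40 µg/ml kanamycin; loss of luminescence reflects streptokinase promoter inhibition or plain growth inhibition; 0% = median of DMSO wells and 100% = positive control at its reference dose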
TMEM16A act – mouse TMEM16A channel activation, primary screen | B-score at 10 µM | HEK293 TMEM16A/YFP-H148Q/I152L, iodide quench fluorescence; active compounds read low | Q8BHY3 | actives 0.3% (n = 340,000) | AID 623877;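 active = fluorescence-ratio B-score plate-corrected deviation score at least 3 library SD below zero, with starting fluorescence score within 5 deviations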;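 note: channel opened by trigger with iodide after compound preincubation; score built on the fluorescence ratio of max minus min over baseline; more negative score means more quench and so TMEM16A activation or potentiation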
Active calls of the source: *; i = inactive; u = inconclusive; x = not tested or not shown.

SMILES | MrgX1 antag | TRPC6 act | TMEM16A inh | TRPC6 inhibitor | HDAC3 inh | MrgX1 allo act | RGS4 block | RGS4 act | MrgX1 agonist | SKKanGAS inh | TMEM16A act
Oc1ccc(/C=N/Nc2ccc3ccccc3c2)c(O)c1 | i | i | i | i | 1 | i | i | i | i | 52* | i
O=C(/C=C/c1ccc(N2CCOCC2)cc1)c1ccccc1 | i | i | i | i | 6 | i | i | i | i | -3 | i
CC(C)(C)OC(=O)NC(Cc1ccccc1)C(=O)O (stereo not drawn) | i | i | i | i | 2 | i | i | i | i | -8 | i
COCCCn1c(=O)c2ccccc2n(Cc2ccccc2C)c1=O | i | i | i | i | -1 | i | i | i | i | 1 | i
COCCCNC(NC(=O)c1ccc(C)cc1)C(Cl)(Cl)Cl (stereo not drawn) | i | i | i | i | -2 | i | i | i | i | -6 | i
CCCCC1(Cc2cccc([N+](=O)[O-])c2)C(=O)N(c2ccccc2)N(c2ccccc2)C1=O | i | i | i | i | 12 | i | i | i | i | -6 | i
O=[N+]([O-])c1ccccc1Nc1nc(-c2cccnc2)cs1 | i | i | i | i | -5 | i | i | i | i | -6 | i
CC1CCC(=O)N(CCC#N)CC1 (stereo not drawn) | i | i | i | i | -2 | i | i | i | i | 1 | i
O=C(/C=C/C=C/c1ccccc1)CC1(O)C(=O)N(CCc2ccccc2)c2ccccc21 (stereo not drawn) | i | i | i | i | 1 | i | i | i | i | 24 | i
N#Cc1c(NC(=O)CSc2ncn[nH]2)sc2c1CCCC2 | i | i | i | i | 7 | i | 5.1* | i | i | -8 | i
CCOC(=O)c1c(NC(=O)OC)sc2c1CCC2 | i | i | i | i | 1 | i | i | i | i | -2 | i
O=C(Nc1cccnc1Cl)c1cc(-c2ccc(Cl)cc2)on1 | i | i | i | i | -5 | i | i | i | i | -14 | i
Cc1cccc(OC2(c3ccccc3)OC(=O)c3ccccc32)c1C (stereo not drawn) | i | i | i | i | 9 | i | i | i | i | 8 | i
CCOC(=O)CCCNC(=O)CN1C(=O)NC(c2ccccc2)(c2ccccc2)C1=O | i | i | i | i | 5 | i | i | i | i | 3 | i
O=C(NCCN1CCCC1)c1cc(-c2ccncc2)nc2ccc(S(=O)(=O)N3CCOCC3)cc12 | i | i | i | i | 3 | i | i | i | i | -12 | i
COc1ccccc1NC(=O)CCN1CCN(c2ccc(Cl)cc2)CC1 | i | i | i | i | 4 | i | i | i | i | -10 | i
COc1ccccc1C1C(C#N)=C(N)Oc2c1c(-c1ccccc1)nn2-c1ccccc1 (stereo not drawn) | i | i | i | i | -3 | i | 8.3* | i | i | 16 | i
COc1cc(OC)c(S(=O)(=O)Nc2ccc(C(=O)O)cc2)cc1S(=O)(=O)Nc1ccc(C(=O)O)cc1 | i | i | i | i | -5 | i | i | i | i | 0 | i
CC(NC(=O)c1ccccc1)C(=O)N/N=C/c1ccccc1 (stereo not drawn) | i | i | i | i | -4 | i | i | i | i | -4 | i
C#CCOCCOCCOCCNc1nc(N2CCN(C(=O)C([C@@H](C)CC)n3cc(C(N)COC(=O)C(F)(F)F)nn3)CC2)nc(N2CCN(C(=O)[C@H](Cc3ccc(O)cc3)n3cc(C(N)[C@H](C)CC)nn3)CC2)n1 (stereo partly drawn) | i | i | i | i | 0 | i | i | i | i | -2 | x
CCN(CC)c1ccc(NC(=O)CN2CCN(CC(=O)Nc3ccc(OC)cc3)CC2)cc1 | i | i | i | i | 2 | i | i | i | i | 1 | i
COc1ccc(N(C(=O)c2ccco2)C(C(=O)NC2CCCC2)c2cccnc2)c(OC)c1 (stereo not drawn) | i | i | i | i | -1 | i | i | i | i | -2 | i
CCC(Sc1nc(N)c(NC(=O)c2ccc(Br)o2)c(=O)[nH]1)C(=O)O (stereo not drawn) | i | i | i | i | 2 | i | i | i | i | -3 | i
O=C(Nc1scc(-c2ccccc2)c1C(=O)O)c1ccccc1F | i | i | i | i | 1 | i | i | i | i | 13 | i
Cc1ccc(-c2cc(C(=O)NCc3cnn(C)c3)c3cc(Br)ccc3n2)cc1 | i | i | i | i | 1 | i | i | i | i | -1 | i
COc1cc(/C=N/NC(=O)c2ccccn2)ccc1OC(=O)c1cccs1 | i | i | i | i | -2 | i | i | i | i | -1 | i
Cc1nc(NCC2CCCO2)nc2c1C(=O)CC(C)(C)C2 (stereo not drawn) | i | i | i | i | 4 | i | i | i | i | 0 | i
Cc1nn(C(=O)c2ccco2)c(C)c1CN1C(=O)c2ccccc2C1=O | i | i | i | i | -1 | i | i | i | i | 1 | i
CCN(CC)S(=O)(=O)c1cc(NS(=O)(=O)c2cccc(Cl)c2Cl)ccc1C | i | i | i | i | 3 | i | i | i | i | 2 | i
Cc1ccc(-c2nsc(SCC(=O)Nc3ccc4c(c3)OCO4)n2)cc1 | i | i | i | i | 0 | i | i | i | i | -9 | i
C#CCSc1cc(C(F)(F)F)nc(-c2ccccn2)n1 | i | i | i | i | -4 | i | i | i | i | -1 | i
COc1ccc(NC(=O)OC(C)C)cc1 | i | i | i | i | -5 | i | i | i | i | 3 | i
COc1ccc(/C=C2\CCCC3C2=NN(C(=O)CSc2ncn[nH]2)C3c2ccc(OC)cc2)cc1 (stereo not drawn) | i | i | i | i | 8 | i | i | i | i | 29 | i
COc1cccc(C(=O)Nc2cccc3ccccc23)c1 | i | i | i | i | -7 | i | i | i | i | -1 | i
COc1ccc(Oc2nc(C)nc3c2oc2ccccc23)cc1 | i | i | i | i | x | 14* | i | i | i | 6 | i
CC(=O)c1sc(N/N=C\c2ccc(C)cc2)nc1C | i | i | i | i | 4 | i | i | i | i | 8 | i
CCNC(=O)CC1C(=O)N(c2ccc(OC)cc2)C(=O)N1CCOC (stereo not drawn) | i | i | i | i | 0 | i | i | i | i | -1 | i
O=C(NNC(=O)c1ccc([N+](=O)[O-])cc1C(=O)O)c1ccncc1 | i | i | i | i | 4 | i | i | i | i | -1 | i
COc1cccc(/C=N/n2c(N)c(S(=O)(=O)c3cccs3)c3nc4ccccc4nc32)c1OC | i | i | i | i | -13 | i | i | i | i | 21 | i
O=C(CCNC(=O)Cn1cnc2ccccc2c1=O)NCCC1=CCCCC1 | i | i | i | i | 1 | i | i | i | i | 5 | i
Cc1ccc(S(=O)(=O)Nc2cc3c(C(=O)Nc4ccccc4)c(C)oc3c3ccccc23)cc1 | i | i | i | i | 14 | i | i | i | i | 10 | i
CC1CCc2nc3ccc(S(=O)(=O)N4CCC(C(=O)N5CCCCC5)CC4)cc3c(C(=O)O)c2C1 (stereo not drawn) | i | i | i | i | -7 | i | i | i | i | -2 | i
CS(=O)(=O)N1CCN(c2ccccc2NC(=O)c2ccc(Cl)cc2)CC1 | i | i | i | i | 2 | i | i | i | i | 3 | i
C=CCSc1nnc(NC(=O)COc2ccccc2)s1 | i | i | i | i | 0 | i | i | i | i | -9 | i
CN(CC(=O)Nc1ccccc1Br)C(=O)CCc1ccccc1 | i | i | i | i | 3 | i | i | i | i | 0 | i
CCCN1C(=O)/C(=C/c2ccc3c(c2)OCO3)NC1=S | x | i | x | i | x | x | i | i | x | -5 | i
Cc1cc(OCC[N+]2(C)CCCCC2)nc2ccccc12 | i | i | i | i | 1 | i | i | i | i | -5 | i
COc1ccc(C(=O)NCCN2CCOCC2)cc1OC | i | i | i | i | -3 | i | i | i | i | 0 | i
CC1CCN(C(=O)c2cc3ccccc3c(=O)o2)CC1 | i | i | i | i | 2 | i | i | i | i | 0 | i
O=C(Nc1ccccc1)N(Cc1ccccc1)C1=NCCS1 | i | i | i | i | -1 | i | i | i | i | 0 | i

(cont.)
SMILES | MrgX1 antag | TRPC6 act | TMEM16A inh | TRPC6 inhibitor | HDAC3 inh | MrgX1 allo act | RGS4 block | RGS4 act | MrgX1 agonist | SKKanGAS inh | TMEM16A act
COc1ccccc1CN1CC(C(=O)NCCSc2nnnn2C)CCC1=O (stereo not drawn) | i | i | i | i | 1 | i | i | i | i | 11 | i
COc1ccc(CCNC(=O)C(=O)NCC2CCCN2S(=O)(=O)c2cccs2)cc1OC (stereo not drawn) | i | i | i | i | -6 | i | i | i | i | -1 | i
Fc1ccc(NC(=S)N2CCN(c3cccc(C(F)(F)F)c3)CC2)cc1 | i | i | i | i | 1 | i | i | i | i | 0 | i
O=C(Cn1nc(-c2ccccc2)c2ccccc2c1=O)Nc1ccc(O)cc1 | i | i | i | i | -6 | i | i | i | i | -15 | i
CCN(CC)c1ccc(/C=N/NC(=S)NCc2ccccc2)c(O)c1 | i | i | i | i | -6 | i | i | i | i | 64* | i
Cc1ccccc1-c1nc(CS(=O)CC(=O)NC2CC2)c(C)o1 (stereo not drawn) | i | i | i | i | 2 | i | i | i | i | -3 | i
C#CCOCCOCCOCCNc1nc(N2CCN(C(=O)C(Cc3ccc(O)cc3)n3cc(C(N)C(C)CC)nn3)CC2)nc(N2CCN(C(=O)C(Cc3ccc(O)cc3)n3cc(C(N)C(C)CC)nn3)CC2)n1 (stereo not drawn) | i | i | i | i | 5 | i | i | i | i | 2 | i
Cc1nc(N2CCN(Cc3ccc4c(c3)OCO4)CC2)c2cc(-c3ccccc3)sc2n1 | i | i | i | i | -10 | i | i | i | i | u | i
Cc1cccc(NC(=O)Nc2ccc(Cl)cc2)n1 | i | i | i | i | 3 | i | i | i | i | -1 | i
Cc1nnc(SCC(=O)Nc2ccc(Cl)cn2)n1Cc1ccccc1 | i | i | i | i | -5 | i | i | i | i | 2 | i
CCOC(=O)CCc1nn(C)c(=O)c2ccccc12 | i | i | i | i | 7 | i | i | i | i | -10 | i
O=C(CSc1nnc2sc3ccccc3n12)NCc1ccc2c(c1)OCO2 | i | i | i | i | 0 | i | i | i | i | -4 | i
CC(C)(C)NC(=O)CSc1nc(Cc2ccccc2)nc2ccccc12 | i | i | i | i | -5 | i | i | i | i | 14 | i
O=C(c1ccc(Cn2c(=S)[nH]c3ccc(N4CCOCC4)cc3c2=O)cc1)N1CCN(c2ccc(F)cc2)CC1 | i | i | i | i | 0 | i | i | i | i | 23 | i

Source: PubChem BioAssay (several laboratories)
